Screening results (PubChem)
MLL CXXC-DNA inh: MLL CXXC-DNA interaction inhibition. Q03164. AID 2662. 290,000 tested, 0.037% active. Potency, µM (top dose mostly 115 µM), without a hit: at the highest dose activity change, negative = inhibition, usual class: inhibitors. MLL-CXXC / FITC-HOXA9 DNA fluorescence polarization; active means well fitted inhibition curve with a large enough effect in the polarisation, with a control signal flat, not every such curve was filed as active; inconclusive means small, poorly fitted or top-dose-only effect, or effect the other way, or a change in a side signal; inactive means no such curve, though single readings can be large or run the other way; the % refers to the polarisation; further: potency means the concentration at half of the fitted maximal effect
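Fluorescence polarization: 7 uM MLL-CXXC (stock) preincubated 5 min with compounds, then 50 nM fluorescein-HOX-A9 DNA (stock) added; 30 min ambient. Buffer 50 mM Tris-HCl pH 7.5, 50 mM NaCl, 1 mM DTT, 0.05% BSA.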
MBNL1 CUG block: blocks human MBNL1 binding to CUG repeat RNA; 280,000 tested, 0.036% active; Q9NR56; Potency, µM (titrated, usually from 57.5 µM), for inactives: at the highest dose activity change, negative = inhibition, most hits filed as inhibitors; AID 2675; TR-FRET MBNL1-His/biotin-(CUG)12 binding, 665/545 ratio; active means well fitted inhibition curve with a large enough effect in the signal ratio, with a control signal flat, not every such curve was filed as active; inconclusive means small, poorly fitted or top-dose-only effect, or effect the other way, or a change in a side signal; inactive means no such curve, though single readings can be large or run the other way; the % refers to the signal ratio; further: potency means the concentration at half of the fitted maximal effect; on the % scale 0 is the no-effect control and ±100 the full control effect
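MBNL1-His + Biotin-(CUG)12, cpd titration 92 nM–58 uM; Tb anti-His Ab 0.055 ng/ul, SA-XL665 5 nM (final); 60 min RT; ratiometric 665/545 nm, Ex 340 nm; normalized to buffer and full-complex controls.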
TRPV1 ag: activates the human vanilloid receptor TRPV1; activation, % at 8.33 µM; Q8NER1; TRPV1-expressing cells, Fluo-8 calcium influx, agonist mode; 320,000 tested, 0.19% active; in the data active means activation above about 80%; inconclusive means between about 30% and that limit; further: 0% is about no effect
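Cells expressing TRPV1 were dye-loaded with Fluo-8 and read kinetically: 10 s baseline, 3 min after compound (agonist portion), then 2 min after EC20 capsaicin (allosteric enhancer portion). Calcium-bound dye fluorescence at 480/520 nm.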
GALK inh: blocks human galactokinase activity; P51570; Purified GALK, Kinase-Glo residual ATP luminescence; Potency, µM (series often up to 57.5 µM), for the others: at the top dose activity change, negative = inhibition, actives largely listed as inhibitors; 270,000 tested, 0.007% active; AID 1868; further: potency means the concentration at half of the fitted maximal effect; on the % scale 0 is the no-effect control and ±100 the full control effect
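GALK at 5 nM final was combined with compound, 35 uM ATP and 100 uM galactose in HEPES pH8.0 with MgCl2 and DTT. The reaction ran one hour at room temperature before luminescent ATP detection.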
ASM inhibitor: human S-ASM enzyme inhibition. placental ASM, HMU-PC fluorogenic substrate, 60 min. 340,000 tested, 0.006% active. Potency, µM (top dose mostly 57.5 µM), for the others: at the top dose activity change, negative = inhibition, actives largely listed as inhibitors; further: potency means the concentration at half of the fitted maximal effect
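Fluorogenic HMU-PC substrate (9 uM final) is turned over by placental ASM in 60 min at 37 C after a 10 min compound preincubation. Reaction ended by alkaline stop (pH 10), with fluorescence read at 386/447 nm.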
KCNH2 3.1 block: inhibitors of human KCNH2 3.1 potassium channel isoform. U2OS KCNH2 3.1, thallium flux FluxOr; stronger effect = lower value. activity change, % (tested at about 1.8 µM). 340,000 tested, 0.95% active. AID 720553;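 active means maximum activity change below -70%; inconclusive means maximum activity change from -70% to -50%; inactive means maximum activity change above -50%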;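 further: thallium influx rate constant from kinetic fluorescence after stimulation buffer; on the % scale 0 is the no-effect control and ±100 the full control effect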
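We transduce U2OS cells with the mutant 3.1 virus, culture them overnight, load FluxOr with Red40 quencher for 45 min, then add stimulation buffer and read kinetically for 2 min to derive a normalized rate constant.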
Coupling enz: counter-screen for Giardia aldolase inhibitors: coupling enzyme system. coupling enzyme system counterscreen, AmpLite Red fluorescence. activity change, negative = inhibition, % at 58.2 µM, hits read low. 290,000 tested, 0.67% active; in the data active means activity change below about -30%; further: on the % scale 0 is the no-effect control and ±100 the full control effect
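Activity here indicates interference with the coupling reaction, not aldolase inhibition. Compounds at 57.5 uM final met coupling enzymes for 10 min at RT; substrate and AmpLite Red detection followed, with a 525/598 nm fluorescence read after 20 min.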
a7 integrin act: activates integrin-mediated alleviation for muscular dystrophy; alpha7betagal myoblasts, beta-gal FDG fluorescence, 48 h; Potency, µM (top dose mostly 38.3 µM), for the others: top-dose activation, hits mostly activators; 350,000 tested, 0.064% active;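 further: potency means the concentration at half of the fitted maximal effect; 100% = response of the positive control SU9516; nearly all actives have a fitted effect of over 60% in size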
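alpha7betagal+/- myoblasts (passage 13, 250/well) treated 48 h at 37C with compounds at 1:260 dilution of DMSO stock. Lysed, then beta-galactosidase activity read as FDG fluorescence (ex 480/em 540) after 30 min, with pre-read for autofluorescence.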
AT treatment: potential ataxia-telangiectasia treatment; AID 485349; […] A-T fibroblasts, KAP-1 phosphorylation AlphaLISA; neocarzinostatin DNA damage 30 min before lysis; 320,000 tested, 0.19% active; Potency, µM (highest dose often 57.5 µM), inactives show at the highest dose activation, hits mostly activators; further: potency means the concentration at half of the fitted maximal effect; % of control where 0% means no effect; nearly all actives have a fitted effect of over 45% in size
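hTERT-immortalized A-T patient fibroblasts ([…]), 500 cells/well in OPTI-MEM, 1% FBS, got compounds for 60 min, then NCS for 30 min at 37C. Lysates were then assayed for phospho-KAP-1 by AlphaLISA (anti-pKAP1 donor, anti-KAP1 acceptor beads), 6 hr at 25C.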
KCNH2 WT inh: inhibitors of human wildtype KCNH2 potassium channel; U2OS, BacMam KCNH2, thallium flux FluxOr; stronger effect = lower value; 340,000 tested, 0.37% active; AID 720551; activity change, % at 1.84 µM;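 active means maximum activity change below -70%; inconclusive means maximum activity change between -70% and -50%; inactive means maximum activity change above -50%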; further: on the % scale 0 is the no-effect control and ±100 the full control effect
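U2OS cells transduced with wild-type KCNH2 virus are loaded with FluxOr dye for 45 min, and thallium flux is measured in kinetic reads before and after stimulation buffer. Rate constants are normalized to DMSO controls.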
Starred values were filed as active, the others as inactive; ? = inconclusive; / = no result given; [ ] = another dose, or the depositor's remark. Unless noted, the call rests on the fitted dose curve; in most records, active means well fitted curve in the direction sought with a large enough effect; inconclusive means small, poorly fitted or top-dose-only effect, or another doubt; inactive means no such curve, though single readings can be large; an effect the other way counts as inactive or inconclusive.

The opening 2 records as a preview:
no.	Structure	MLL CXXC-DNA inh	MBNL1 CUG block	TRPV1 ag	GALK inh	ASM inhibitor	KCNH2 3.1 block	Coupling enz	a7 integrin act	AT treatment	KCNH2 WT inh
1	Cc1ccc(CSCCNC(=O)c2ccc(Cl)c(S(=O)(=O)N3CCOCC3)c2)cc1	-2%	-8%	?	0%	-10%	-20	6	-2%	/	3
2	O=C(O)CC(CN1C(=O)c2ccccc2C1=O)c1ccccc1 (stereo not given)	/	/	/	/	-1%	21	/	10%	/	-5

The whole of this part, from the first entry:
no.	Structure	MLL CXXC-DNA inh	MBNL1 CUG block	TRPV1 ag	GALK inh	ASM inhibitor	KCNH2 3.1 block	Coupling enz	a7 integrin act	AT treatment	KCNH2 WT inh
1	Cc1ccc(CSCCNC(=O)c2ccc(Cl)c(S(=O)(=O)N3CCOCC3)c2)cc1	-2%	-8%	?	0%	-10%	-20	6	-2%	/	3
2	O=C(O)CC(CN1C(=O)c2ccccc2C1=O)c1ccccc1 (stereo not given)	/	/	/	/	-1%	21	/	10%	/	-5
3	CCN(CC(=O)Nc1ccc(NC(C)=O)cc1)CC(=O)Nc1cc(C)on1	/	/	-1	/	4%	-13	/	-14%	6%	8
4	CCOC(=O)CNC(=O)C1c2ccccc2Oc2ccccc21	-8%	-10%	2	4%	3%	5	2	9%	7%	-3
5	COc1ccccc1NC(=O)CSc1nc(C)c2c(c1C#N)CCCC2	-1%	0%	4	0%	-2%	-12	3	2%	0%	-22
6	CCOCCCn1c(SCC(=O)NC(C)C)nc2ccccc2c1=O	2%	-5%	0	8%	3%	-15	3	6%	2%	-13
7	COc1ccc(C(=O)CSc2nnn(-c3cccc(NC(C)=O)c3)n2)cc1	40%[activator]	/	3	-3%	2%	4	-1	19%	4%	-7
8	CCC(C)(C)c1nnc(NC(=O)C2CC(=O)N(CCc3ccc(F)cc3)C2)s1 (stereo not given)	1%	-7%	1	-1%	1%	19	1	-2%	4%	0
9	COc1ccc(CCN(Cc2ccccn2)C(=S)Nc2cccc(C)c2)cc1OC	-8%	-1%	4	0%	7%	-9	1	10%	17%	-8
10	COc1ccc(NS(=O)(=O)c2cc(NC(=O)c3ccccc3)ccc2N2CCOCC2)cc1	/	/	/	/	-10%	5	/	-7%	16%	1
11	O=C(c1ccco1)N1CCN(C(c2ccccc2Cl)c2nnnn2Cc2ccco2)CC1 (stereo not given)	3%	-1%	2	1%	9%	-2	4	16%	1%	12
12	Cc1noc(C)c1C(=O)N1CCN(c2ccc(OCc3ccccc3)cc2)CC1	18%	-4%	3	-3%	-1%	2	-16	-26%	-7%	-6

Compound profiles, as listed above:
O=C(O)CC(CN1C(=O)c2ccccc2C1=O)c1ccccc1 (stereo not given) across the screens: MLL CXXC-DNA inh: /; MBNL1 CUG block: /; TRPV1 ag: /; GALK inh: /; ASM inhibitor: -1%; KCNH2 3.1 block: 21; Coupling enz: /; a7 integrin act: 10%; AT treatment: /; KCNH2 WT inh: -5
COc1ccc(NS(=O)(=O)c2cc(NC(=O)c3ccccc3)ccc2N2CCOCC2)cc1 across the screens: MLL CXXC-DNA inh: /; MBNL1 CUG block: /; TRPV1 ag: /; GALK inh: /; ASM inhibitor: -10%; KCNH2 3.1 block: 5; Coupling enz: /; a7 integrin act: -7%; AT treatment: 16%; KCNH2 WT inh: 1
Cc1ccc(CSCCNC(=O)c2ccc(Cl)c(S(=O)(=O)N3CCOCC3)c2)cc1 across the screens: MLL CXXC-DNA inh: -2%; MBNL1 CUG block: -8%; TRPV1 ag: ?; GALK inh: 0%; ASM inhibitor: -10%; KCNH2 3.1 block: -20; Coupling enz: 6; a7 integrin act: -2%; AT treatment: /; KCNH2 WT inh: 3

Further compounds:
no.	Structure	MLL CXXC-DNA inh	MBNL1 CUG block	TRPV1 ag	GALK inh	ASM inhibitor	KCNH2 3.1 block	Coupling enz	a7 integrin act	AT treatment	KCNH2 WT inh
13	COc1ccc(/C=C/C(=O)O)cc1S(=O)(=O)NC1CCS(=O)(=O)C1 (stereo not given)	-10%	3%	-1	10%	-1%	-3	-2	-9%	2%	16
14	CC(C)CN(C(=O)COC(=O)c1cnc(Cl)c(Cl)c1)c1c(N)n(Cc2ccccc2)c(=O)[nH]c1=O	/	/	0	/	1%	1	/	-55%[inhibitor]	-6%	-2
15	CCCn1c(=O)c2ccccc2n2c(SCc3c(C(=O)OCC)oc4ccccc34)nnc12	2%	-17%	18	0%	0%	0	1	-4%	1%	0
16	CCOc1cc(NC(=S)NCCCOC)c(OCC)cc1NC(=O)c1ccco1	-2%	-12%	22	-1%	1%	6	-21	-20%	-13%	1
17	COc1cc(C(=O)N2CCN(c3ccccc3O)CC2)ccc1OCC(=O)N1CCOCC1	/	/	2	/	6%	7	/	-23%	1%	-2
18	COC(=O)c1c(-c2ccccc2)csc1NC(=O)c1ccco1	-2%	27%	-2	0%	40%	1	2	6%	-16%	3
19	CN1CN(C)c2cccc3cccc1c23	1%	41%[activator]	-3	-2%	5%	1	-5	-4%	29%	-1
20	CN1CCc2c(sc(NC(=O)c3cc4cc([N+](=O)[O-])ccc4s3)c2C(N)=O)C1	?	?	2	5%	/	/	0	/	-1%	/
21	Cc1occc1C(=O)NNC(=O)c1ccccc1F	-3%	/	-4	9%	-2%	16	3	?	3%	11
22	COC(=O)c1cc(-c2ccc(OC)cc2)n[nH]1	0%	-4%	5	7%	-1%	2	-1	2%	-1%	-1
23	Cc1cnc(C(=O)OCC(=O)Nc2cc(Cl)ccc2C#N)cn1	/	/	/	/	6%	-2	/	-12%	-6%	4
24	COc1ccc(CCNC(=O)C2=CC=CN3CCS(=O)(=O)N=C23)cc1	/	/	-2	/	12%	-8	/	?	1%	-1

Single entries from the list:
cpd 15 | AT treatment: 1%
cpd 19 | AT treatment: 29%

Next results
no.	Structure	MLL CXXC-DNA inh	MBNL1 CUG block	TRPV1 ag	GALK inh	ASM inhibitor	KCNH2 3.1 block	Coupling enz	a7 integrin act	AT treatment	KCNH2 WT inh
25	O=c1ccn(Cc2ccc(F)cc2)c2ccnc(C(F)(F)F)c12	2%	-23%	-4	1%	0%	5	2	-7%	-3%	-6
26	CN(Cc1ccccc1)S(=O)(=O)c1ccc(OCC(=O)Nc2cccc([N+](=O)[O-])c2)cc1	0%	-9%	12	4%	-4%	-32	-2	16%	-2%	-28
27	N#Cc1nc(COc2ccc(F)cc2)oc1N1CCN(Cc2ccccc2)CC1	-4%	-2%	13	-2%	1%	?	-3	-22%	-6%	-3
28	Cc1ccc(-c2nnn(CC(=O)N(c3ccccc3F)C(C(=O)NC3CCCC3)c3ccncc3)n2)o1 (stereo not given)	38%[activator]	-1%	-1	-1%	1%	0	0	2%	5%	-12
29	CC1(C)CC2CC(C)(CN2C(=O)c2cccs2)C1 (stereo not given)	2%	12%	2	-1%	7%	-24	0	11%	5%	11
30	O=C(CSc1nccc(=O)[nH]1)Nc1cccc2ccccc12	8%	10%	1	-1%	-4%	19	7	13%	14%	26
31	Nc1c(NCc2ccccc2)c2ccccc2oc1=O	-6%	28%	2	-1%	-1%	6	1	-1%	-2%	33
32	CC(NCC(=O)Nc1ccccc1C(=O)NC1CC1)c1ccccc1Cl (stereo not given)	/	/	18	/	-1%	0	/	-17%	3%	6
33	c1ccc(C2CC(c3ccccc3)n3c(nc4ccccc43)N2)cc1 (stereo not given)	15%	0%	4	0%	3%	-7	-1	-33%	1%	-3
34	COc1ccc(NC(=S)Nc2cc(C(F)(F)F)ccc2F)cc1	26%	-1%	-4	-1%	12%	8	-1	16%	2%	-17
35	CC(=O)N=c1sccn1CC(O)c1ccccc1 (stereo not given)	21%	-7%	-2	-6%	-2%	-7	2	-24%	18%	-8
36	COC(=O)C1=C(N)Oc2c(oc(CO)cc2=O)C1c1c(F)cccc1Cl (stereo not given)	-2%	-1%	-1	0%	-1%	2	-9	10%	11%	-6

no.	Structure	MLL CXXC-DNA inh	MBNL1 CUG block	TRPV1 ag	GALK inh	ASM inhibitor	KCNH2 3.1 block	Coupling enz	a7 integrin act	AT treatment	KCNH2 WT inh
37	CCC1CC2CC(NC(C)=O)C1C2 (stereo not given)	-3%	4%	-1	/	1%	-4	0	8%	-3%	-9
38	CC(=O)c1ccc(S(=O)(=O)N2CCN(C(C)=O)CC2)cc1	-6%	-3%	1	-3%	6%	6	1	7%	-1%	-4
39	CCC/C=N/Nc1nnc(Cc2ccc(OC)c(OC)c2)c(=O)[nH]1	-2%	0%	3	-2%	-1%	-13	-1	-4%	0%	-4
40	Cc1ccccc1N1CC(C(=O)Nc2nnc(SCC(=O)Nc3nccs3)s2)CC1=O (stereo not given)	3%	/	2	0%	6%	-16	1	14%	3%	-3
